Screens as filed in PubChem BioAssay.
All columns: NCI-60 one-dose screen, growth in % after 48 h at 10 µM unless noted; 100 = growth as untreated, 0 = no growth, -100 = all killed.
SK-MEL-2 = SK-MEL-2 melanoma; 77,000 compounds, 4.7% hits; AID 1794763
UACC-62 = UACC-62 melanoma; 81,000 compounds, 5.4% hits; AID 1794756
SK-MEL-5 = SK-MEL-5 melanoma; 80,000 compounds, 6.4% hits
UACC-257 = UACC-257 melanoma | 78,000 compounds, 4.4% hits
LOX IMVI = LOX IMVI melanoma | 79,000 compounds, 7.4% hits | AID 1794757
HS 578T = HS 578T breast cancer | 78,000 compounds, 4.1% hits | AID 1794788
SK-MEL-28 = SK-MEL-28 melanoma | 81,000 compounds, 4.1% hits | AID 1794761
MALME-3M = MALME-3M melanoma. 78,000 compounds, 5.8% hits. AID 1794766
Numbers without * were called inactive; i = inactive; nt = not tested or not shown; & = joins results of further samples; [ ] = dose if it differs, or a comment. Rule for the calls: active = growth percent below 10; inactive = the rest.

SMILES,SK-MEL-2,UACC-62,SK-MEL-5,UACC-257,LOX IMVI,HS 578T,SK-MEL-28,MALME-3M
FC(F)(F)c1cc(-c2nnc3sc(C(F)(F)F)nn23)cc(C(F)(F)F)c1,109,102,102,102,98,109,117,94
Cc1ccc(Cl)cc1[N+](=O)[O-],94,108,109,113,93,115,123,182
Cc1ccc(CC2(c3ccccc3)NC(=O)NC2=O)cc1 (configuration not stated),nt,106,111,128,nt,94,110,99
O=C(/C=C1\C=CN(CCN2CCCCC2)c2ccccc21)n1ccc2ccccc21,108,88,93,105,105,98,102,103
COc1cc2c(cc1OC)C1CC3(CCCCC3)ON1CC2 (configuration not stated),94[100 µM],82[100 µM],97[100 µM],96[100 µM],95[100 µM],97[100 µM],103[100 µM],103[100 µM]
Cn1c(=O)c2[nH]c([N+](=O)[O-])nc2n(C)c1=O,107,96,98,103,95,95,112,101
O=C(O)CCC1CCC(=O)O1 (configuration not stated),nt,108,116,91,101,127,121,106
O=C1N=c2ccccc2=C/C1=C\N(O)c1ccccc1,100,87,103,98,95,94,108,100
CN(C)c1ccc2c(c1)C(Br)c1ccccc1-2 (configuration not stated),121,94,100,95,111,70,110,106
CN(C)c1ccc(C(c2ccc(N(C)C)cc2)c2cccc([N+](=O)[O-])c2)cc1,nt,86,97,nt,93,136,247,108

(list continues)
SMILES,SK-MEL-2,UACC-62,SK-MEL-5,UACC-257,LOX IMVI,HS 578T,SK-MEL-28,MALME-3M
N#CC1=C(NC=O)Oc2c(ccc3ccccc23)C1c1ccccc1 (configuration not stated),29,31,-33*,41,34,11,60,67
COc1cc(C(=O)/C=C/c2cccnc2Nc2ccc(Cl)cc2)cc(OC)c1OC,-65*,-67*,-87*,-63*,-65*,29,-80*,-48*
COc1ccc(-c2cc(-c3cc(OC)c(OC)c(OC)c3)c(C#N)c(=O)[nH]2)cc1OC,108,98,97,111,91,nt,115,119
CCCCCCN=Cc1c(O)c(O)c(C(C)C)c2cc(C)c(-c3c(C)cc4c(C(C)C)c(O)c(O)c(C=NCCCCCC)c4c3O)c(O)c12,106,105,100,101,100,98,109,101
CCC1(CC)COP(=O)(OCCN2C(=O)C3C4C=CC(C4)C3C2=O)OC1 (configuration not stated),120,95,104,99,103,111,104,100
COc1ccccc1CNc1nc(N)nc2[nH]c3ccc(O)cc3c12,16,nt,38,nt,43,59,nt,54
CCN(CC)c1ccc(C(=C2C=CC(=[N+](CC)CC)C=C2)c2ccc(S(=O)(=O)O)cc2S(=O)(=O)[O-])cc1,nt,91,106,nt,104,105,105,130
Fc1ccc(OCc2n[nH]c(=S)n2-c2ccccc2)cc1,i,100,103,153,97,118,121,nt
O=C1/C(=C/c2cc(Br)cc(Br)c2)Cc2cc3c(cc21)OCO3,115,91,98,104,99,90,98,86
C/C(=N/NC(=O)c1cc2ccccc2oc1=N)c1ccccc1,100,99,100,105,107,96,105,88

Ordered by length of the SMILES (high to low): part of the list above
SMILES,SK-MEL-2,UACC-62,SK-MEL-5,UACC-257,LOX IMVI,HS 578T,SK-MEL-28,MALME-3M
CCCCCCN=Cc1c(O)c(O)c(C(C)C)c2cc(C)c(-c3c(C)cc4c(C(C)C)c(O)c(O)c(C=NCCCCCC)c4c3O)c(O)c12,106,105,100,101,100,98,109,101
CCN(CC)c1ccc(C(=C2C=CC(=[N+](CC)CC)C=C2)c2ccc(S(=O)(=O)O)cc2S(=O)(=O)[O-])cc1,nt,91,106,nt,104,105,105,130
COc1ccc(-c2cc(-c3cc(OC)c(OC)c(OC)c3)c(C#N)c(=O)[nH]2)cc1OC,108,98,97,111,91,nt,115,119
COc1cc(C(=O)/C=C/c2cccnc2Nc2ccc(Cl)cc2)cc(OC)c1OC,-65*,-67*,-87*,-63*,-65*,29,-80*,-48*
CCC1(CC)COP(=O)(OCCN2C(=O)C3C4C=CC(C4)C3C2=O)OC1 (configuration not stated),120,95,104,99,103,111,104,100
O=C1/C(=C/c2cc(Br)cc(Br)c2)Cc2cc3c(cc21)OCO3,115,91,98,104,99,90,98,86
C/C(=N/NC(=O)c1cc2ccccc2oc1=N)c1ccccc1,100,99,100,105,107,96,105,88

(list continues)
SMILES,SK-MEL-2,UACC-62,SK-MEL-5,UACC-257,LOX IMVI,HS 578T,SK-MEL-28,MALME-3M
O=C(CSc1cc[n+](CCCO)c2ccccc12)n1ccc2ccccc21,96,92,97,106,108,89,104,96
NC(=O)N/N=C/c1cc(=O)[nH]c(=O)[nH]1,108,105,100,85,99,101,110,98
O=S1(=O)CSCS(=O)(=O)C1,105,99,108,113,109,109,109,98
CCC1(C(C)C)NC(=O)NC1=O (configuration not stated),84,95,104,92,100,nt,nt,104
COc1ccc(N2CCN(c3ccc(NC4=C(Cl)C(=O)c5ncccc5C4=O)cc3)CC2)cc1,72,34,50,36,35,36,71,31
OC1CSSC1Cn1cnc2c(Nc3ccc(OCc4cccc(F)c4)c(Cl)c3)ncnc21 (configuration not stated),-33*,-69*,-56*,27,-83*,59,-9.1*,-5.1*
O=C(CN1CCn2c(nnc2C(F)(F)F)C1)Nc1nc2ccc(O)cc2s1,109,87,95,102,94,105,103,94
COc1ccc(OC)c(N(CCN2C(=O)c3ccccc3C2=O)C(=O)C2CCC(=O)C2C)c1 (configuration not stated),112,103,100,95,103,108,109,127
Cc1ccc(C(=O)NNc2nccc(Nc3ccc(S(=O)(=O)Nc4ccncc4)cc3)n2)cc1,99,96,95,123,98,96,103,96
C=CCn1c(SCC(=O)c2ccc(OC)cc2)nnc1-c1ccc(Cl)cc1,nt,89,95,100,92,85,98,86

The results go on:
SMILES,SK-MEL-2,UACC-62,SK-MEL-5,UACC-257,LOX IMVI,HS 578T,SK-MEL-28,MALME-3M
COc1ccc(NC(=S)N2CCN(c3nc(-c4ccc(C)cc4)nc4ccccc34)CC2)cc1,104,85,86,97,72,76,96,97
CCCCCn1sc(=O)n(Cc2ccc(CNC(=O)OCc3ccc4c(Br)cc(Br)c(O)c4n3)cc2)c1=O,76,56,35,68,61,82,84,80
Cc1nc2n(n1)C1(C)CCCC(=O)N1c1ccccc1-2 (configuration not stated),120,96,104,110,96,108,111,91
CCC(O)(Cc1ccccn1)Cc1ccccn1,90,97,114,104,99,114,115,99
CC(=O)N1N=C(c2ccc(Br)cc2)CC1c1c(C)nn(-c2ccccc2)c1N1CCOCC1 (configuration not stated),98,79,92,65,101,93,116,100
Cn1ccc2cc(NC(=O)Cn3cc(CN4CCCCCC4)nn3)ccc21,111,93,106,117,101,107,110,106
COc1cc(OC)c(/C=C/C(=O)c2c(N)cc(OC)cc2OC)c(OC)c1,12,9.7*,17,49,23,nt,61,64
NC(=O)c1cccc(-n2ccc3cc(NC(=O)c4ccccc4)ccc32)n1,107,77,82,112,67,117,114,94
Cl[Si](Cc1ccccc1)(Cc1ccccc1)Cc1ccccc1,93,78,99,93,72,95,101,83
COc1ccc(-c2c(/C=C/C(=O)c3ccc(Cl)cc3)c(Cl)nc3c2c(C)nn3-c2ccccc2)cc1,114,94,94,109,93,87,104,85

Next section.
SMILES,SK-MEL-2,UACC-62,SK-MEL-5,UACC-257,LOX IMVI,HS 578T,SK-MEL-28,MALME-3M
CC12CCC3C4(C)COC(c5ccc([N+](=O)[O-])cc5)OC4CCC3(C)C1CC(C1=CCOC1=O)O2 (configuration not stated),92,65,24,72,88,97,112,97
CN1CCN(C(=O)CSc2nnc(-c3cccnc3SCc3ccccc3)o2)CC1,101,77,85,97,90,93,107,97
O=C(OCC1COC(c2ccccc2)(c2ccccc2)O1)c1ccccc1 (configuration not stated),102,101,105,102,93,107,110,102
COc1cccc(-c2cc(C(=O)Nc3ccc(/C=C/c4ccc(OC5CCN(C)CC5)cc4)cc3)ccc2OC)c1,98,70,96,84,-87*,-23*,42,51
Cn1cc(-c2cc3nc(-c4c[nH]c5ccc(F)cc45)cc(N)n3n2)c2ccccc21,101,97,101,107,115,110,100,114
COc1ccc(-c2cc(-c3ccccc3)nc(SCCCCCC(=O)NO)n2)cc1,61,26,33,37,59,56,49,22
Nc1ccc(F)c(Cl)c1,108,97,nt,118,99,108,101,110
c1ccc(-c2cc3cc4ccccc4cn3c2)cc1,90,nt,81,92,86,88,98,91
C/C(=N\N1C(=O)c2ccccc2NC1c1cccc([N+](=O)[O-])c1)c1c(O)cc(C)oc1=O (configuration not stated),95,91,100,98,98,96,115,108
CC(C)(C)NC(=S)Nc1ncccc1OCc1ccccc1Cl,83,77,90,99,98,85,103,141

Continuation.
SMILES,SK-MEL-2,UACC-62,SK-MEL-5,UACC-257,LOX IMVI,HS 578T,SK-MEL-28,MALME-3M
COc1cc(C(=O)/C=C/c2cc(C(=O)c3cc(OC)c(OC)c(OC)c3)ccc2OC)ccc1N,-39*,-80*,-83*,-12*,-79*,46,-53*,-36*
Cc1ccccc1NC(=O)c1ccccc1Cl,109,110,97,101,103,103,111,109
CC/C(C)=N\NC(N)=S,120,91,93,nt,77,90,97,76
COc1ccc(OC)c(C(=O)/C=C/c2cc3c(c(OC)c2OC)OCO3)c1,84,55,68,72,48,76,90,81
COC(=O)c1cc(Cl)ccc1NCC(N)c1ccccc1 (configuration not stated),118,91&95,97&98,91,91&93,90,104&103,92
Cc1nc(N2N=C(c3ccccc3)CC2c2cccs2)sc1C(=O)/C=C/c1ccc(Cl)cc1 (configuration not stated),112,100,98,100,98,99,116,92
O=C(Nc1ccc(Cl)cc1)c1ccccc1Cl,nt,94,104,116,95,120,115,110
COc1ccc(-c2cnc3sc4ccc(Cl)cc4n23)cc1,97,86,94,107,92,109,111,111
CCOC(=O)c1ccc(N/C=C/C(=O)c2ccc(F)cc2)cc1,nt,90,100,106,100,109,98,107
S=C(Nc1ccccn1)c1ccccn1,101,99,101,99,94,122,117,88

Brought forward from above: two compounds; new compounds follow.
SMILES,SK-MEL-2,UACC-62,SK-MEL-5,UACC-257,LOX IMVI,HS 578T,SK-MEL-28,MALME-3M
CCOC(=O)c1ccc(N/C=C/C(=O)c2ccc(F)cc2)cc1,nt,90,100,106,100,109,98,107
S=C(Nc1ccccn1)c1ccccn1,101,99,101,99,94,122,117,88
N#CC1=C(N)Oc2c(sc3c(F)cccc23)C1c1ccc(Cl)cc1 (configuration not stated),-3.9*,nt,18,66,30,41,50,58
CC12CCCC(CC(=O)O)(C1)NC(=O)C2 (configuration not stated),106,101,110,98,94,109,116,120
CCOC(=O)c1c2c(c(C)n1C)-c1nc(Nc3ccccc3)ncc1CC2,91,71,85,98,68,73,104,100
O=C(/C=C/c1ccc(Cl)cc1)Oc1ccc(/C=C2\CCCCC2=O)cc1,93,83,102,85,96,95,113,98
CCOC(=O)c1nnn(CC(=O)Nc2ccccc2)c1C,86,97,106,75,101,91,114,100
O=C1C=CC2(O)OC(c3ccccc3)CC(=O)C2=C1O (configuration not stated),102,81,90,88,77,102,96,96
C/C=C(\C)CO[C@H]1Cc2cc3ccc(=O)oc3cc2OC1(C)C,100,92,93,103,85,91,nt,96
COc1ccc2c(c1)C(O)C(CO)C(C(=O)O)C2 (configuration not stated),103,103,111,98,106,nt,119,117
CC1(C)CC(=O)c2cc3c(N)c(C(=O)NCc4ccccc4)sc3nc2C1,115,103,91,105,102,123,102,105
O=C(c1nnc(Nc2cccc(Cl)c2)o1)c1c[nH]c2ccccc12,98,92,95,83,103,101,110,110

(continued)
SMILES,SK-MEL-2,UACC-62,SK-MEL-5,UACC-257,LOX IMVI,HS 578T,SK-MEL-28,MALME-3M
CCCCCCOc1cc(N)ccc1C(=O)NCCN(CC)CC,112,97,93,107,93,110,95,99
C[C@@H](O)CC[C@@]12C(I)=C3CCCC[C@@]3(C)[C@@H]1CCc1cc3c(cc12)OCO3,113,81,98,104,109,92,104,98
Cc1ccc(C2CC(c3ccc4c(c3)OCO4)=NN2C(N)=S)cc1 (configuration not stated),92,85,95,109,101,108,116,nt
CN1C(=O)C(=Cc2cn(CC(O)CN3CCOCC3)c3ccccc23)C(=O)N(C)C1=O (configuration not stated),102,96,114,99,109,nt,111,114
O=Nc1ccc(NC(=O)Nc2ccc([N+](=O)[O-])cc2)cc1,116,77,87,104,89,92,108,102
O=S(=O)(Nc1nccs1)c1ccc(Nc2nc(-c3ccccn3)cs2)cc1,116,89,112,109,104,98,114,142
C=C(C[n+]1ccccc1)[C@@H]1CC[C@]2(C(=O)OC)CC[C@]3(C)[C@H](CC[C@@H]4[C@@]5(C)CCC(=O)C(C)(C)[C@@H]5CC[C@]43C)[C@@H]12,89,52,80,53,94,88,69,75
COc1ccc(-c2nonc2NC(=O)c2cccc(Cl)c2)cc1OC,117,92,82,92,102,95,100,113
CCOC(=O)N1CCN(C2=Nn3c(nnc3-c3cc(C(F)(F)F)cc(C(F)(F)F)c3)SC2)CC1,121,90,91,99,102,101,123,104
Clc1ccc(C2=Nn3c(N/N=C/c4ccc(OCc5ccccc5)cc4)nnc3SC2)cc1,105,92,82,100,101,106,107,124

Other compounds follow:
SMILES,SK-MEL-2,UACC-62,SK-MEL-5,UACC-257,LOX IMVI,HS 578T,SK-MEL-28,MALME-3M
CC(C)CC(NC(=O)COc1ccc(Cl)cc1Cl)C(=O)O (configuration not stated),96,101,102,103,nt,nt,124,92
Cn1c(-c2ccccc2)c(C(C[N+](=O)[O-])c2ccccc2F)c2ccccc21 (configuration not stated),92,69,85,89,81,83,94,81
CCNc1ccc(C)cc1,109,93,102,103,94,96,100,103
O=C(NCc1ccccc1C(F)(F)F)C1CSC2c3ccccc3C(=O)N12 (configuration not stated),100,89,107,86,103,105,99,109
Cc1cc2c(c(C)c1Cl)C(=O)/C(=C/c1cccc(Cl)c1)O2,110,92,89,94,93,96,105,87
COc1ccc(/C=C/C(=O)c2ccc(NC(=O)c3ccccc3CN3C(=O)c4ccccc4C3=O)cc2)c(OC)c1,109,80,90,97,86,98,102,96
O=C(O)c1ccccc1N/N=C/c1ccccc1,103,108,nt,62,98,114,107,101
Nc1ccc(N=Nc2ccc(S(=O)(=O)O)cc2)cc1S(=O)(=O)O,82&99,95&104,103&111,150,92&94,89&84,104&109,112&117
CCOC(=O)C1C(C)=CC(=O)CC1CC (configuration not stated),nt,108,111,102,106,117,108,113

Rows are unselected. Share with any hit: about 11%.
